697 NFkB inh: lowers PMA/ionomycin-induced NF-kB signal in 697 B cells | inhibition, % at 4 µM | 697 B-cell NF-kB luciferase reporter, 16 h | 330,000 compounds, 0.33% hits | AID 435022; in the data active = inhibition above about 35%
EBI2 block: antagonists of human EBI2 receptor | P32249 | EBI2 beta-arrestin recruitment, luminescence, 7a,25-OHC stimulated | inhibition, % at 5 µM | 360,000 compounds, 0.81% hits | AID 651636; in the data active = inhibition above about 38%;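 note: enzyme fragment complementation signal reports receptor beta-arrestin coupling in cells; 0% = agonist plus DMSO wells and 100% = wells without agonist; some results beyond the cut were filed as inactive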
Target sequence (P32249 whole entry, looked up, the tested form may be a part): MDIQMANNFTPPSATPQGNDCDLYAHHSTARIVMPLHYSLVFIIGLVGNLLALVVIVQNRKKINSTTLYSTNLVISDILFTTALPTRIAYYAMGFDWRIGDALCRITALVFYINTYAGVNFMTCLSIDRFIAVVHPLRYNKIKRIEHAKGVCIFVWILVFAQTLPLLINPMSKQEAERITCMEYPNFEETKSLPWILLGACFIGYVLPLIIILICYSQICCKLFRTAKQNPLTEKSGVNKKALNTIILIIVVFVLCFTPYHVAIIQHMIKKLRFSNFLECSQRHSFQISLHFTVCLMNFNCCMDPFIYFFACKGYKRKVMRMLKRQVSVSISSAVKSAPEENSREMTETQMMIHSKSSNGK
Jurkat NFkB inh: inhibitors of the PMA/ionomycin-induced NF-kB reporter in Jurkat cells. PMA/ionomycin-induced NF-kB luciferase reporter, luminescence. AID 435003. inhibition, % at 4 µM. 330,000 compounds, 0.53% hits; in the data active = inhibition above about 50%
APJ antag: antagonists of human APJ apelin receptor. CHO-K1 APJ beta-arrestin complementation, luminescence. P35414. 330,000 compounds, 0.32% hits. inhibition, % at 20 µM;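 active = inhibition above about 40% at 20 µM, limit read from the data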;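 note: cells challenged with 10 nM apelin-13 agonist together with compound; plate controls were apelin-13 plus DMSO wells for no effect and DMSO wells lacking apelin-13 for full effect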
Target sequence (P35414 whole entry, looked up): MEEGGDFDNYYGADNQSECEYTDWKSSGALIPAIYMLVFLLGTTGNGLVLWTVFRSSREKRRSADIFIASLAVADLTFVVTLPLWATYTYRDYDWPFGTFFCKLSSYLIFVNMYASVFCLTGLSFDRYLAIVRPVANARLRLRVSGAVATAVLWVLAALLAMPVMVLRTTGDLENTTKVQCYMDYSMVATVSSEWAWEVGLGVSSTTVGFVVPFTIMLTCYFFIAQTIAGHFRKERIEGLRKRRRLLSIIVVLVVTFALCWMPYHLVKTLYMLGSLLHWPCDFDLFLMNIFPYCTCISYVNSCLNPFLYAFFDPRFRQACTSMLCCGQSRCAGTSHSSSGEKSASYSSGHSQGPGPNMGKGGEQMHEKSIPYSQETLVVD
UBC13 inh: blocks human UBC13 polyubiquitin chain formation. 330,000 compounds, 0.47% hits. TR-FRET. inhibition, % at 20 µM. P61088; in the data active = inhibition above about 45%, passing the limit was not always enough
Target sequence (P61088 whole entry, looked up): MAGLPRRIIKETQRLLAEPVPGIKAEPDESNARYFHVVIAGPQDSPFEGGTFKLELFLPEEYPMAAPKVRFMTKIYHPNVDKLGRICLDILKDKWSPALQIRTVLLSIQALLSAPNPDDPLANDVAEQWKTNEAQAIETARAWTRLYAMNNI
Gli-Sufu block: antagonists of Gli-Sufu signaling. Sufu-KO-LIGHT fibroblasts, Gli luciferase reporter luminescence. inhibition, % at 5 µM. 340,000 compounds, 0.74% hits;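 active = inhibition above about 55%, limit read from the data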;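 note: 0% = DMSO-treated cells and 100% = wells with medium but no cells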
CCR6 antag: blocks CCL20-driven beta-arrestin recruitment at human CCR6; P51684; CHO-K1 CCR6 PathHunter beta-arrestin, luminescence, CCL20-stimulated; inhibition, % at 20 µM; 340,000 compounds, 0.49% hits; AID 493098;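 active = compounds whose inhibition of the agonist-driven luminescence signal at 20 µM reaches about 50%, limit read from the data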;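 note: cells stimulated with CCL20 at 14 nM final; plate controls were DMSO with CCL20 for no effect and DMSO without agonist for full effect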
CXCR6 inh: CXCR6 (human) receptor inhibition; AID 602244; inhibition, % at 20 µM; O00574; 360,000 compounds, 0.36% hits; CHO-K1 PathHunter CXCR6 beta-arrestin, luminescence; in the data active = inhibition above about 34%, passing the limit was not always enough;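 note: antagonist mode with CXCL16 agonist at 10 nM final; 0% = 10 nM CXCL16 with DMSO and 100% = unstimulated wells without agonist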
The depositor's hits bear a star; nt = no result given.

SMILES	697 NFkB inh	EBI2 block	Jurkat NFkB inh	APJ antag	UBC13 inh	Gli-Sufu block	CCR6 antag	CXCR6 inh
O=C(NCCCN1CCOCC1)c1cccc(S(=O)(=O)Nc2ccc(F)cc2)c1	3	-4	-7	-3	5	3	-3	-1
CC(C)CN(C(=O)C1CCCO1)C1CCS(=O)(=O)C1 (stereo unspecified)	32	-10	13	-4	-2	3	-7	-9
C/C(=N/NC(=O)c1sc(NS(=O)(=O)c2ccccc2)nc1C)c1sc(N)nc1C	-1	-8	-13	7	7	-2	1	-8
COc1ccc(C2c3c(-c4cc(Cl)c(C)cc4O)n[nH]c3C(=O)N2Cc2cccnc2)cc1OC (stereo unspecified)	-8	23	10	-43	-2	8	-2	0
COc1ccccc1NC(=O)CSc1ccc2nnc(-c3ccncc3)n2n1	-7	0	0	3	-3	9	-5	6
COc1ccc(CCNC(=O)CCCCCn2c(SCC(N)=O)nc3cc4c(cc3c2=O)OCO4)cc1OC	4	5	11	3	-6	6	1	-5
CCS(=O)(=O)N1CCN(C2CCC(c3ccccc3)CC2)CC1 (stereo unspecified)	-3	-14	-8	17	6	nt	nt	2
O=C(OC(c1ccccc1)c1nccc2ccccc12)c1ccccc1 (stereo unspecified)	nt	15	nt	nt	nt	65*	22	15
O=S(=O)([O-])C/C(=C\c1ccc(Cl)cc1)c1cc[n+](CCO)cc1	18	-4	0	-3	7	3	3	-3
CCC(C)(C)NC(=O)Cn1c(-c2ccc(C)cc2)noc1=O	5	32	18	6	-5	-14	6	-2
COc1ccc(CNC(=O)c2oc3ccc(S(=O)(=O)N4CCOCC4)cc3c2C)cc1	1	7	26	4	-4	-1	7	2
Cc1cc(=O)oc2cc(OCC(=O)OCC(=O)NCCc3ccccc3)ccc12	17	4	1	-23	-14	-5	-4	-5
CCN1/C(=C2\C(=O)N(C)C(=S)N2c2ccccc2)C=Cc2ccccc21	10	-9	-10	-3	-170	2	26	10
Cc1ccc(S(=O)(=O)N(CC(=O)N2CCOCC2)C2CCCCC2)cc1	16	-2	-2	12	-1	4	-1	4
Cc1ccc(S(=O)(=O)N(C)CCCC(=O)NC(C)(C)C)cc1	-3	-5	-14	-8	1	0	12	2
CSC1=C(C#N)C(c2ccccc2)C(C(C)=O)=C(C)N1 (stereo unspecified)	-7	11	15	-4	2	-6	7	-12
COc1ccc(CNc2nn[nH]n2)cc1OC	3	5	-1	-5	1	5	-1	3
CC(=O)c1cccc(NC(=S)NCCc2ccc(F)cc2)c1	-4	6	-7	11	-5	-7	6	3
O=C(O)c1cccc(CSc2nnc(COc3ccccc3)o2)c1	17	1	2	15	-8	10	-11	5
Cn1c(C(=O)N2CCN(c3ccccn3)CC2)cc2ccccc21	3	32	-18	-7	-2	22	-1	4
COc1cc2c(cc1OC)C(C)N(C(=O)c1cc3c(s1)-c1c(C)cccc1OC3)CC2 (stereo unspecified)	26	5	-6	9	39	-5	-6	13
CC(=O)c1ccc(N=Nc2c(C)[nH]n(-c3ccccc3)c2=O)cc1	4	-6	2	36	-34	3	49	40*
O=C(Cc1c(F)cccc1Cl)N1CCOCC1	8	-5	-9	15	8	16	16	8
CN1C(=CC=C2C=C(I)C(=O)C(I)=C2)C(C)(C)c2ccccc21	nt	16	nt	nt	nt	41	73*	45*
COC1=NC(=C(c2ccccc2)c2ccccc2)OC1=O	nt	4	nt	nt	nt	1	-6	-11
COc1cc(C(=O)Nc2nc3ccc(C)cc3s2)ccc1OCc1c(C)noc1C	11	-4	-5	6	11	-44	-3	-3
Cc1ccc(O)c(NC(=O)COc2cc(C)ccc2C)c1	40*	5	61*	-4	1	64*	-3	-4
Cc1ccc(C(C(=O)NC2CCCC2)N(C(=O)CNC(=O)c2ccco2)c2ccccc2)o1 (stereo unspecified)	3	-8	5	1	5	4	-6	14
COc1ccc(C2=NN(C(=O)c3cccs3)C(c3ccc(OC)cc3)C2)cc1 (stereo unspecified)	11	11	-24	-14	39	-6	6	0
Cc1ccccc1Nc1nc(-c2cccnc2)nc2ccccc12	19	11	-9	3	12	12	6	-4
CCOC(=O)c1cnc(SC)nc1Oc1cccc(NS(=O)(=O)c2ccc(C)cc2)c1	3	13	8	14	4	9	7	4
CCOC(=O)C1=C(N)Oc2c(oc(CO)cc2=O)C1c1ccc(F)c(F)c1 (stereo unspecified)	4	-1	-11	-22	0	-3	0	-2
COc1ccc(CN(C)CCc2ccccn2)cc1OC	5	-16	2	19	2	-2	9	-10
Cc1cc(=O)oc2c(C)c(OCC(=O)N3CCC(C(=O)O)CC3)ccc12	9	-2	2	8	9	6	3	3
O=C(O)CCCn1c(=O)c2cccn2c2ccc(F)cc21	14	-11	-1	1	-2	5	0	10
O=C(O)C1CC(c2ccccc2)=Nc2ccccc2S1 (stereo unspecified)	-22	-3	-20	3	24	-23	8	-5
Cc1ccc(N2C(=O)c3ccc(C(=O)O)cc3C2=O)c(C)c1	-10	-7	3	3	-14	2	3	-6
COc1ccccc1CN1CC(C(=O)NCc2cccc(Cl)c2)CCC1=O (stereo unspecified)	16	3	29	11	4	7	7	-1
CCN1C(=NCCc2cccnc2)N[C@@H](c2ccccc2)C(C(=O)OC)=C1C	-26	nt	-2	-7	1	-9	4	nt
CC(C)(C)NC(=S)Nc1ccc(Br)cc1	-6	-4	10	-9	7	-2	7	3
Cc1cc(N2CCN(c3ccccn3)CC2)n2cc(-c3ccccc3)nc2n1	-2	9	6	11	8	-4	-4	-1
CC(=O)c1c(C)[nH]c(C(=O)CN2CCN(S(=O)(=O)c3ccccc3)CC2)c1C	10	-14	-2	-3	4	3	4	-4
O=Cc1cn(-c2ccccc2)nc1-c1cccnc1	4	-3	1	-2	-2	54	-1	-7
O=C(N/N=C\C=C\c1ccco1)C1COc2ccccc2O1 (stereo unspecified)	-25	0	11	26	-11	6	8	7
Cc1cccc(-n2c(N)cc(=O)nc2SCC(=O)Nc2nnc(C)s2)c1	15	1	10	2	1	-11	8	4
Cc1cccc(NC(=S)NC2CC3CCCC(C2)N3Cc2cccs2)c1C (stereo unspecified)	4	7	-3	16	-4	5	13	2
COc1cccc(NC(=O)CSCc2cc(=O)n3nc(C4CC4)sc3n2)c1	-13	3	-4	17	-2	-1	-6	8
O=C(CC1CC2CCC1C2)N1CCN(S(=O)(=O)c2ccccc2[N+](=O)[O-])CC1 (stereo unspecified)	-35	2	-15	-6	-6	3	7	14
CC(C)(O)C(=O)N=Nc1c(O)[nH]c2ccccc12	-1	-6	-6	-20	-10	-30	-4	-9
Cc1cc(NC(=O)Nc2cc(F)ccc2F)no1	-9	-1	-14	8	3	-6	-2	-1
CCCCN1C(=O)C(=O)N(CC(=O)Nc2ccccc2C(C)=O)C1=O	6	-7	4	5	23	-8	9	6
Cc1ccc(C(c2nnnn2CCc2ccccc2)N2CCC(C)CC2)cc1 (stereo unspecified)	13	10	1	9	-3	3	30	7
CCOc1ccc(-c2nnn(CCC#N)n2)cc1OC	5	7	13	9	0	2	1	8
CC1CCCCC1NC(=O)C1CCN(S(=O)(=O)c2cccc3nonc23)CC1 (stereo unspecified)	12	-2	8	3	1	-12	10	3
COc1ccccc1OCCC(=O)OCC(=O)Nc1ccc(Br)cc1	22	-15	4	-15	13	4	1	-1
CC1=NN(C(N)=S)C(=O)C1N=Nc1c(Br)cc(Br)cc1Br (stereo unspecified)	-31	11	2	19	-15	-2	35	20
COc1cc(/C=N/NC(=O)c2nc(-c3ccccc3)n(-c3ccccc3)n2)ccc1O	17	6	-3	-25	13	11	8	-4
Nc1nncn1C(=O)c1cccs1	-2	-4	4	-9	12	-12	2	-2
Cc1ccc(NC(=O)CSc2nc(N)cc(=O)[nH]2)cc1S(=O)(=O)N1CCCCC1	14	-1	5	8	2	9	3	-1
CCN(CC)S(=O)(=O)c1cccc(C(=O)N[C@@H](C)c2nc3ccccc3[nH]2)c1	26	nt	-10	-6	0	nt	nt	nt

Next part
SMILES	697 NFkB inh	EBI2 block	Jurkat NFkB inh	APJ antag	UBC13 inh	Gli-Sufu block	CCR6 antag	CXCR6 inh
CCc1ccc(CNC(=O)C2CCCN(c3nc4ccccc4o3)C2)cc1 (stereo unspecified)	9	8	7	-6	-3	5	-5	1
CCOC(=O)c1c(C)nc2c(c1-c1cc(OC)ccc1OC)C(=O)c1ccccc1-2	-2	21	4	7	-5	1	4	12
Cc1c(C(=O)c2ccc3c(c2)OCO3)ccc2c1OCO2	nt	-9	nt	nt	nt	-24	5	-5
COc1ccc(CCNC(=O)Cn2nnc(-c3cccc(OC)c3OC)n2)cc1OC	-24	1	-9	-4	-9	3	0	4
O=C(COc1ccc(/C=N/NC(=O)c2ccncc2)cc1)Nc1ccc([N+](=O)[O-])cc1	18	4	3	8	7	-7	-16	-2
Cn1c(=O)n(C)c2cc(NC(=O)COc3ccc(F)cc3F)ccc21	12	1	3	5	6	5	7	4
CCN(CC)c1ccc(NC(=O)Cn2c(C(C)NC(=O)c3ccccc3)nc3ccccc32)cc1 (stereo unspecified)	nt	15	nt	nt	nt	1	6	-4
CN1CCN(S(=O)(=O)c2cccc(C(=O)Nc3nc(-c4ccccc4)cs3)c2)CC1	-25	-10	-5	24	17	-6	-1	-1
NC(=O)C1CCN(C(=O)COc2ccc(S(=O)(=O)NCc3ccccc3)cc2Cl)CC1	0	-8	-1	11	-4	19	-1	-4
Cc1ccc(F)c([C@H]2C3C=CCC(c4ccccc4)C3C(=O)N2Cc2ccccc2)c1 (stereo partly specified)	-72	23	13	5	2	1	23	3
CCOc1ccc(C2c3c(oc4ccccc4c3=O)C(=O)N2c2ccc(C)cn2)cc1OC (stereo unspecified)	3	7	-14	-17	21	6	10	-7
Cc1ccc(NC(=O)c2sc(N)nc2-c2ccccc2)cc1C	0	14	-9	-5	6	5	-2	12
NS(=O)(=O)c1ccc(NC(=O)CN2CCCCC2)cc1	7	-7	10	13	8	8	-8	4
Cc1ccc2nc(/C(C#N)=C\c3ccc(N4CCOCC4)o3)[nH]c2c1	4	6	15	9	-5	1	21	14
CCN(CC(=O)Nc1ccc(OC)c(Cl)c1)CC(=O)NC(C)C	-3	-1	-9	-8	5	4	-9	2
NC(=O)c1sc2nc(-c3cccs3)ccc2c1N	-34	5	-9	9	-9	-8	12	0
O=C1c2ccccc2NC(c2ccccc2)N1c1ccc(O)cc1 (stereo unspecified)	2	-2	8	13	10	37	10	-3
OC(CN1CCN(c2cccc(Cl)c2)CC1)C(c1ccccc1)c1ccccc1 (stereo unspecified)	-4	10	-4	26	18	-6	13	10
CCCCc1ccc(NC(=S)N2CCCC(CO)C2)cc1 (stereo unspecified)	-112	-16	-95	0	-4	-48	5	-3
O=C(CCSc1ccc(Br)cc1)c1ccc(O)cc1	10	3	-4	22	11	2	10	-11
COc1cc(C)c(C)cc1S(=O)(=O)N1CCN(Cc2ccccc2)CC1	-42	9	-28	-3	-5	50	20	-2
Cn1nnnc1SCc1cc(=O)n2ccsc2n1	2	-6	2	1	4	3	-4	0
CCc1onc(C)c1C(=O)Nc1ccc(N2CCOCC2)cc1	18	-1	-5	1	6	2	0	9
CC(C)[C@H](NC(=O)N1CCn2c1nc1ccccc12)C(=O)N[C@H](C(=O)O)c1ccccc1	-3	-3	-10	-31	0	1	-5	11

Assay outcomes: PubChem BioAssay, Sanford-Burnham Center for Chemical Genomics
